IMP-1 inh – IMP-1 metallo-beta-lactamase inhibitors, primary screen, biochemical, epi-absorbance readout, Pseudomonas aeruginosa enzyme. metallo-beta-lactamase IMP-1 (Pseudomonas aeruginosa). purified IMP-1, nitrocefin hydrolysis, epi-absorbance fluorescence. inhibition, % at 5.6 µM. actives 0.45% (n = 290,000);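 active means inhibition above the mean plus 3 SD of all compounds in the same screening run, cut at about 4.5% in these data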;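 further: 0% = IMP-1 with DMSO and 100% = DMSO wells lacking enzyme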
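System: Purified IMP-1 | Read-out basis: Percent enzyme inhibition | Controls: IMP-1 with DMSO as 0%, enzyme-free DMSO as 100% | Replicates: One well per compound | Doses: 5.6 µM nominal single concentration | Detection: Epi-absorbance fluorescence, 480 nm excitation, 530 nm emission | Incubation: 25 °C, 15 min preincubation, 25 min reaction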
FID counter – compounds displacing fluorescent DNA intercalator, primary screen, artefact control for HCV NS3 helicase inhibitor project, biochemical, FID fluorescence. DNA fluorescent intercalator displacement. inhibition, % at 7.9 µM. actives 0.17% (n = 290,000); in the data active means inhibition above about 37%;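 further: 0% = vehicle and 100% = reference compound; higher means more ethidium bromide displaced from hairpin DNA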
HCV NS3 hel inh – inhibitors of HCV NS3 helicase, primary screen, biochemical, Cy5 molecular beacon fluorescence | NS3 helicase DNA unwinding | inhibition, % at 10.9 µM | actives 0.56% (n = 290,000);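 active means inhibition above the mean of all tested compounds plus 3 SD, set per campaign, cut at about 35% in these data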;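 further: 0% = DMSO wells and 100% = thioflavine S control wells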
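System: NS3 helicase fragment of HCV / Schedule: 1 h at 25 °C / Control set: DMSO alone as 0% and 110 µM thioflavine S as 100% / Reagent: Cy5/quencher beacon DNA duplex and ATP to start / Technique: Cy5 fluorescence / Replication: singlicate / Evaluation: % inhibition of end-to-start signal ratio versus controls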
IDE cell activ – human IDE activators in live cells, primary screen, fluorescence polarization, HEK cells, FAbeta-B substrate. actives 0.073% (n = 340,000). activation, % at 5.96 µM. Insulin-degrading enzyme (Homo sapiens), P14735. FAbeta-B cleavage; 0% vehicle, 100% cell-free pure enzyme wells;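 active means activation above the mean of all tested compounds plus 3 SD, set per screening campaign, cut at about 17% in these data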
pCIP destab – p/CIP-EGFP fusion destabilizers, primary screen, fluorescence, F442A cells. 16 h. decrease of EGFP signal, % at 10 µM. actives 0.01% (n = 290,000);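 active means EGFP signal decrease of at least 30% at 10 µM or well 3 SD below plate mean, unless failing retest; inactive means the rest, including hits failing retest or dose response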; further: some compounds called inactive have numbers as strong as hits; many of its hits are not listed in these tables
Target sequence (Q05BA5 1-1403): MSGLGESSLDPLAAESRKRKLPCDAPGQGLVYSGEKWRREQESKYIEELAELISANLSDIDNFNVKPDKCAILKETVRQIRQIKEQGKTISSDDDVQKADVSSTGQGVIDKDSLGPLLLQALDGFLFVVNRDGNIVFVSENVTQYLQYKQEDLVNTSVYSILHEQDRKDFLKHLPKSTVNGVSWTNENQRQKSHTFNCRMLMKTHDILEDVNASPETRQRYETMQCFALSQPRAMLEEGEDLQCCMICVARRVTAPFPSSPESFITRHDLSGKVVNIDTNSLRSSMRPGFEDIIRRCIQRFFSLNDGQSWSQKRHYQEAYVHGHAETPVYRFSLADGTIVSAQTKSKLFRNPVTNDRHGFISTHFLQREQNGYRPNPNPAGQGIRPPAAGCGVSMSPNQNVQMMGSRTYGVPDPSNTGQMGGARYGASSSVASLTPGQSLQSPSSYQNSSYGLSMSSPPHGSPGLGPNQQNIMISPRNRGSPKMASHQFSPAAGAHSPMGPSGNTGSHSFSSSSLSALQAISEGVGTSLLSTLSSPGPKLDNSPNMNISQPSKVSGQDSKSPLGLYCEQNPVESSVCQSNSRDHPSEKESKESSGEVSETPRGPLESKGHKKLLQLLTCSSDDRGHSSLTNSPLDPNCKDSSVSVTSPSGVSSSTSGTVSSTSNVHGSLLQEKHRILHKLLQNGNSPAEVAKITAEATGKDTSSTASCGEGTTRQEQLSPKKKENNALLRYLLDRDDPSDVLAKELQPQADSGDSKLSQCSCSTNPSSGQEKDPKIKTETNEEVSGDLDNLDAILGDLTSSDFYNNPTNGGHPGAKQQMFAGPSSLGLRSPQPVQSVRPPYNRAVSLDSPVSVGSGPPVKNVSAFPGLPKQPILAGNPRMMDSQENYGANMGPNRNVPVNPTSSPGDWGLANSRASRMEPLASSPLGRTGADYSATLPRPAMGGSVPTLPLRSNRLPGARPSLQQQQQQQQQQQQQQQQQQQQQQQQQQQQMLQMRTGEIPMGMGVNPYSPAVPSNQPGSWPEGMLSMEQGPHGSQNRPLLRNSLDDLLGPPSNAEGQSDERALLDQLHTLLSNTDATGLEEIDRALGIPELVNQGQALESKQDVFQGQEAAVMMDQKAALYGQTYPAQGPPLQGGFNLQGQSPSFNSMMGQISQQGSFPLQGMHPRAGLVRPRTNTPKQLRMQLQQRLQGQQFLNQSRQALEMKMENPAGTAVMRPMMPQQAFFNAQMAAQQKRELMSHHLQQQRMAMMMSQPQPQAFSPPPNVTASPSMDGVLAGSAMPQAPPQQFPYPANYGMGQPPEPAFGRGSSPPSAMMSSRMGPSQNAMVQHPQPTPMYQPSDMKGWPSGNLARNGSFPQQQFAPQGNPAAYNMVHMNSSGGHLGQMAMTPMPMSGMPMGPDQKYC
VIM-2 inh – VIM-2 metallo-beta-lactamase inhibitors, primary screen, biochemical, epi-absorbance readout, Pseudomonas aeruginosa enzyme; actives 0.89% (n = 290,000); purified VIM-2, nitrocefin hydrolysis, epi-absorbance fluorescence; inhibition, % at 5.6 µM;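 active means inhibition above the mean of all tested compounds plus 3 SD, cutoff set per screening run, cut at about 7.5% in these data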;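 further: red hydrolysis product quenches plate fluorescence so inhibitors raise well fluorescence; 0% = enzyme with DMSO and 100% = DMSO without enzyme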
UBC9 SUMO inh – inhibitors of in vitro SUMOylation cascade, primary screen, biochemical, HTRF, uHTS. SUMO-conjugating enzyme UBC9 (Homo sapiens), P63279. HTRF SUMOylation assay, SAE1/SAE2 + UBC9. inhibition, % at 35 µM. actives 0.36% (n = 290,000). AID 2006, 2009; in the data active means inhibition above about 50%, passing the limit was not always enough; inconclusive means no clear call, values can overlap the other calls; further: strong numbers were not always called active
PHOSPHO1 block – PubChem AID 1565; Phosphoethanolamine/phosphocholine phosphatase (Homo sapiens), Q8TCT1; inhibition, % at 13.3 µM; actives 1.1% (n = 290,000); recombinant PHOSPHO1, absorbance phosphatase assay; in the data active means inhibition above about 60%
MEKK3 PB1 HTS – modulators of MEKK3-MEK5 PB1 binding, primary screen, biochemical, wildtype MEKK3, multiplex bead flow cytometry, Alexa488-MEK5. AID 1529, 2009. bead-based flow cytometry, Alexa488-MEK5 binding to MEKK3; actives lie on both sides; 0 = blocked by unlabeled MEK5, 100 = vehicle. binding response (% of control), % at 10 µM. actives 1.4% (n = 290,000);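 active means binding response more than 3 SD above or below the average of its plate-row segment, actives on both sides; inconclusive means wells at one plate position flagged as instrument error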;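 further: Alexa488 bead fluorescence after subtracting the streptavidin-only scavenger bead signal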
An asterisk follows results filed as active; ? = inconclusive; . = no result given.

item	compound	IMP-1 inh	FID counter	HCV NS3 hel inh	IDE cell activ	pCIP destab	VIM-2 inh	UBC9 SUMO inh	PHOSPHO1 block	MEKK3 PB1 HTS
1	CC(C)(C)c1ccc(C(=O)NC(CC(=O)O)c2ccc(OC3CCCC3)cc2)cc1 (stereo unspecified)	-1.0	-29	13	1	-3	-1.3	22	37	104
2	COc1ccc(Cl)c(NCCC(=O)O)c1	-3.6	2	2	0	-47	-2.0	7	-6	102
3	CCc1ccc(/C=C2/Sc3ccccc3N(CC(=O)NCCCN3CCOCC3)C2=O)cc1	-0.4	54*	-37	-6	-21	3.3	-2	44	106
4	O=C(CNCCO)N1CCc2ccccc21	2.8	0	7	1	5	1.1	2	1	95
5	O=C(c1ccccc1)c1ccc(OCC(O)CNCc2ccc(Cl)cc2)cc1 (stereo unspecified)	0.7	16	-64	2	-6	3.9	12	6	106
6	O=C(CSc1nc2ccc([N+](=O)[O-])cc2[nH]1)NC1CCCCCC1	-1.2	1	2	4	-9	-2.3	5	-4	104
7	CN(C)c1ccc(/C=N/O)cc1	-1.4	4	0	7	-16	-0.8	16	20	103
8	COc1cc(/C=C(/C#N)c2nc3ccccc3[nH]2)ccc1OCC(=O)Nc1ccccc1C	-1.7	0	3	5	2	-1.4	?	42	93
9	O=C(N[C@@H](c1ccccc1)[C@@H]1C[C@H]1C(=O)NCc1ccccn1)OCc1ccccc1	-2.7	-33	-2	7	-1	-5.8	25	-6	97
10	COc1ccc(CCNC(=O)Cn2ccc3c(OC)cccc3c2=O)cc1OC	-2.2	-15	1	9	-4	-2.2	31	6	97
11	CC12CCC(C1)C(C)(C)C2OC(=O)c1ccccc1C(=O)O (stereo unspecified)	-0.1	-15	4	-3	-1	-2.4	29	6	97
12	CN(c1ccccc1)c1nc(N)c([N+](=O)[O-])c(Nc2ccccc2)n1	-1.2	-14	3	0	-12	-1.9	-2	28	94
13	COCCNC(=O)c1onc(CCl)c1C(=O)OC	-2.3	4	6	5	-4	-2.3	-7	35	99
14	COc1ccc(N2C(=O)C(Cl)=C(Nc3ccc(OC)cc3OC)C2=O)cc1	0.2	3	-16	6	1	1.1	0	8	102
15	Cc1cccc(NC(=O)COc2ccc(Br)cc2)n1	-5.0	0	-4	10	-10	-4.1	11	7	107

Just FID counter (two entries from above):
nr	compound	FID counter
10	COc1ccc(CCNC(=O)Cn2ccc3c(OC)cccc3c2=O)cc1OC	-15
3	CCc1ccc(/C=C2/Sc3ccccc3N(CC(=O)NCCCN3CCOCC3)C2=O)cc1	54*

Going on with the list.
item	compound	IMP-1 inh	FID counter	HCV NS3 hel inh	IDE cell activ	pCIP destab	VIM-2 inh	UBC9 SUMO inh	PHOSPHO1 block	MEKK3 PB1 HTS
16	CCCn1c(C2CCCN2c2nc(-c3ccc(OC)cc3)cs2)nc2ccccc21 (stereo unspecified)	-1.9	-22	11	4	6	-3.2	-13	-2	103
17	COc1cccc(NC(=O)N2CCCC2C(=O)NCc2ccccc2F)c1 (stereo unspecified)	-3.0	-2	-9	-1	-3	1.2	14	31	99
18	Cc1ccccc1C(=O)Nc1ccccc1	-4.4	0	-3	8	-3	-3.1	15	-12	102
19	CC1CCC(C(C)C)C(OC(=O)C[n+]2cc(-c3ccc(Cl)cc3)n3c2CCCCC3)C1 (stereo unspecified)	-2.0	29	-65	8	-26	1.1	12	32	101
20	CCOc1ccccc1C(=O)Nn1c(C2CCC2)nc2ccccc2c1=O	-4.7	-26	-7	-6	1	-1.9	7	-1	97
21	FC(F)(F)c1cnc(N2CCC(=NOCc3ccc(Cl)cc3)CC2)c(Cl)c1	-0.9	-1	1	10	-1	-0.7	15	42	105
22	COC(=O)c1cc(NC(=O)c2cc(C(C)(C)C)nn2Cc2cccc(C)c2)ccc1N1CCOCC1	-3.4	-29	-4	11	-2	-3.1	-13	18	134*
23	C[C@@H]1C=C(C(=O)N2CCN(Cc3ccc4c(c3)OCO4)CC2)O[C@H](OCCCCO)C1	-2.6	-16	14	-1	13	-1.6	0	4	102
24	Cc1ccc(/C=C/C(=O)Nc2nccs2)o1	-4.9	-6	16	3	-3	-3.4	6	2	104
25	O=C(NCCCCc1ccccc1)c1ccccc1	-1.0	-9	-8	-2	-2	-2.8	-6	-1	107
26	CC(Oc1cc(F)ccc1[N+](=O)[O-])C(=O)Nc1ccc(S(=O)(=O)N2CCCC2)cc1 (stereo unspecified)	-0.8	-12	-4	2	-10	1.3	-5	-2	77
27	CC1CC(C)(C)N(C(=O)CN2C(=O)CCC2=O)c2ccccc21 (stereo unspecified)	-1.7	-15	4	7	-2	-1.2	17	30	99
28	Cc1cc(NS(=O)(=O)c2c(C(=O)N3CCOCC3)c(C)n(C)c2C)ccc1Br	-3.0	-36	-5	5	-8	-5.0	12	28	93
29	CC(C)NC(=O)c1ccc2c(c1)N(CC(=O)NC1CCCCC1)C(=O)C(C)(C)O2	-2.5	-16	6	-3	-2	-3.3	4	10	103
30	CCOc1ccc(S(=O)(=O)NCCSc2ccccc2)cc1	-1.9	-14	8	4	2	0.5	11	11	104

(continued)
item	compound	IMP-1 inh	FID counter	HCV NS3 hel inh	IDE cell activ	pCIP destab	VIM-2 inh	UBC9 SUMO inh	PHOSPHO1 block	MEKK3 PB1 HTS
31	Cc1c(NC(=O)Nc2ccc(Cl)c(Cl)c2)c(=O)n(-c2ccccc2)n1C	-3.6	0	1	-2	-8	-1.7	17	6	104
32	CCOc1cc2[nH]c(=O)n(CCC(=O)NCc3ccc(OC)cc3)c(=O)c2cc1OCC	-0.1	-1	-1	8	-14	-0.3	5	16	105
33	CCc1ccc(C2CC(c3ccc(Cl)cc3)=NNC2=O)cc1 (stereo unspecified)	-0.9	-20	2	6	-11	-2.1	9	6	91
34	COc1cc(C(=O)NCCC(C)C)ccc1OCc1ccc(Cl)cc1Cl	-1.9	-2	-3	4	5	1.0	-28	-16	98
35	COC(=O)CS(=O)(=O)c1cc(Br)cc2c1N(C(C)=O)CC2	-4.0	-3	-10	1	6	-3.6	-10	-3	108
36	COc1ccc(C)c2sc(=NC(=O)c3ccccc3)n(C)c12	-1.8	-5	-1	1	-11	-1.3	3	14	.
37	COc1ccc(-n2cnc3c(cnn3CCC#N)c2=N)cc1	-0.2	-1	-3	-1	8	-1.8	-14	-11	90
38	CCN(CC)C(=O)C1CCCN(c2ccc([N+](=O)[O-])cc2)C1 (stereo unspecified)	-2.5	-3	4	5	13	-4.4	7	1	107
39	COC(=O)c1ccc(N2CCN(C)CC2)c(NC(=O)c2cccnc2)c1	-0.8	-3	-1	-2	0	0.4	13	-1	88
40	CN1C=CC=C/C1=C(\C#N)c1nc2ccccc2[nH]1	-4.7	-2	-6	-4	-6	-2.3	-18	7	101
41	CCOc1ccccc1N1CC(C(=O)Nc2ccccc2CC)CC1=O (stereo unspecified)	-3.0	-21	4	6	5	-2.3	27	23	105
42	COCCN(C(=O)Cn1nnc2ccccc21)C(C(=O)NC1CCCC1)c1cccc(OC)c1OC (stereo unspecified)	-4.4	-30	7	2	-8	-2.4	9	2	106
43	COc1ccc(-n2nc(C(=O)Nc3ccc4c(c3)OCO4)c3c4ccccc4n(C)c3c2=O)cc1	-0.5	1	-6	5	-17	-3.2	-6	20	102
44	CN(C(=O)Nc1ccc(Cl)cc1Cl)C1CCCC1	-1.5	-2	12	-1	2	-2.8	-7	-24	107
45	Nc1nc(SCC(=O)Nc2ccc([N+](=O)[O-])cc2)[nH]c(=O)c1NC(=O)c1ccc(Br)cc1	0.3	-3	-6	11	-12	-3.2	27	12	99

Compound profiles, from the list above. Screens in order: IMP-1 inh, FID counter, HCV NS3 hel inh, IDE cell activ, pCIP destab, VIM-2 inh, UBC9 SUMO inh, PHOSPHO1 block, MEKK3 PB1 HTS
CCOc1ccccc1C(=O)Nn1c(C2CCC2)nc2ccccc2c1=O in the list: -4.7, -26, -7, -6, 1, -1.9, 7, -1, 97
CCN(CC)C(=O)C1CCCN(c2ccc([N+](=O)[O-])cc2)C1 (stereo unspecified) in the list: -2.5, -3, 4, 5, 13, -4.4, 7, 1, 107

Other entries:
item	compound	IMP-1 inh	FID counter	HCV NS3 hel inh	IDE cell activ	pCIP destab	VIM-2 inh	UBC9 SUMO inh	PHOSPHO1 block	MEKK3 PB1 HTS
46	CCOCCCNC(=O)C(c1ccccc1)N(Cc1ccc2c(c1)OCO2)C(=O)c1ccccc1O (stereo unspecified)	-1.1	-27	-5	7	11	-1.3	2	-28	102
47	CC12CCC(C(=O)Nc3ccc4c(c3)OCCO4)(OC1=O)C2(C)C (stereo unspecified)	-3.6	-6	-5	-5	-6	0.4	13	-9	103
48	O=C(NCC1CCCO1)c1ccc2c(c1)N(Cc1ccccc1)C(=O)CS2 (stereo unspecified)	-1.1	-20	-4	3	0	-3.6	.	30	97
49	C/C(=N\NC(=O)Cn1c(-c2ccccn2)nc2ccccc21)c1ccccc1	-2.4	-10	-12	3	-4	-0.7	8	-8	102
50	COc1ccc(C2NC(=O)NC(c3ccccc3)=C2c2nc3ccccc3s2)cc1 (stereo unspecified)	-0.7	-31	-8	8	4	-4.0	0	22	103
51	C/C(NC(=O)c1ccccc1)=C1/C(=O)CC2C1C2(C)C (stereo unspecified)	-0.4	-3	-2	3	-13	0.1	-4	-14	111
52	COc1ccccc1N1CCN(C(=O)c2oc3ccc(Br)cc3c2C)CC1	-3.0	0	-6	-4	6	-3.9	-14	12	88
53	FC(F)(F)c1nc2ccccc2nc1N/N=C\c1ccccc1	-2.8	3	9	1	4	0.9	-12	-4	.

Shown as a hit in MEKK3 PB1 HTS, among the entries above:
| entry | Structure | IMP-1 inh | HCV NS3 hel inh | IDE cell activ | pCIP destab | VIM-2 inh | UBC9 SUMO inh | PHOSPHO1 block | MEKK3 PB1 HTS |
| --- | --- | --- | --- | --- | --- | --- | --- | --- | --- |
| 22 | COC(=O)c1cc(NC(=O)c2cc(C(C)(C)C)nn2Cc2cccc(C)c2)ccc1N1CCOCC1 | -3.4 | -4 | 11 | -2 | -3.1 | -13 | 18 | 134* |

Assay outcomes (PubChem)

An excerpt. The share of hits here may be higher or lower than overall.
